Screening data as filed in PubChem BioAssay.
C8 TRAIL sens: sensitizes caspase-8 expressing cells to TRAIL. NB7+C8 cells + TRAIL, ATPlite viability luminescence. inhibition (viability loss, TRAIL sensitization), % at 10 µM. 360,000 tested, 1% active. AID 624354;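 active means compounds causing at least 50% loss of cell viability in the single-dose screen, relative to plate controls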
SRC1 inh: inhibitors of human steroid receptor coactivator 1 (SRC1). HEK293 GAL4-SRC1 luciferase reporter, luminescence. inhibition, % at 3.6 µM. 360,000 tested, 0.12% active. AID 588354;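 active means inhibition above the campaign mean plus 3 SD, with each screening campaign given its own cutoff, cut at about 60% in these data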;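 further: 0% = DMSO treated cells and 100% = gossypol at 36 µM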
LRH-1 inv ag: suppresses constitutive activity of human LRH-1 | O00482 | HEK293T StAR-luciferase reporter, LRH-1 transfected, 24 h | inhibition, % at 3.6 µM | 360,000 tested, 0.13% active;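 active means inhibition above the mean inhibition of all tested compounds plus 3 SD, cut at about 73% in these data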;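 further: 0% = DMSO wells and 100% = reporter-only cells lacking LRH-1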
TWEAK Fn14 block: inhibitors of TWEAK-Fn14 interaction signaling; TWEAK-stimulated Fn14 reporter cells, luciferase luminescence, 8 h; inhibition, % at 10 µM; 360,000 tested, 2% active; in the data active means inhibition above about 50%
KKLEB tox: reduces viability of KKLEB cystic fibrosis airway cells; KKLEB CF airway cells viability, ATPlite luminescence, overnight; active compounds read low; cells stimulated with P. aeruginosa culture filtrate; activity change (cytotoxicity), % at 5 µM; 360,000 tested, 0.36% active; AID 602141;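 active means corrected activity change at or below -50% at 5 µM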
CF NFkB block: blocks PAF-induced NF-kB reporter in cystic fibrosis cells; 360,000 tested, 0.86% active; inhibition, % at 5 µM; KKLEB NF-kB-GFP reporter, GFP fluorescence overnight;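 active means at least 50% inhibition at 5 µM, scaled per plate between neutral and stimulator controls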;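 further: PAF is a Pseudomonas aeruginosa culture filtrate used as stimulus; plate controls were PAF-stimulated DMSO wells for no effect and unstimulated DMSO wells for full effect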
NCOA3 inh: inhibits human SRC3 coactivator; Q9Y6Q9; HEK293 GAL4-SRC3 luciferase reporter, luminescence; inhibition, % at 3.6 µM; 360,000 tested, 0.17% active; AID 588352;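 active means inhibition above a per-campaign cutoff, the mean of all compounds plus 3 SD, cut at about 60% in these data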;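 further: 0% = DMSO-treated cells and 100% = gossypol-treated cells at 36 µM; higher means less SRC3-driven luciferase light from the GAL4 reporter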
Target sequence (Q9Y6Q9 whole entry, looked up, the tested form may be a part): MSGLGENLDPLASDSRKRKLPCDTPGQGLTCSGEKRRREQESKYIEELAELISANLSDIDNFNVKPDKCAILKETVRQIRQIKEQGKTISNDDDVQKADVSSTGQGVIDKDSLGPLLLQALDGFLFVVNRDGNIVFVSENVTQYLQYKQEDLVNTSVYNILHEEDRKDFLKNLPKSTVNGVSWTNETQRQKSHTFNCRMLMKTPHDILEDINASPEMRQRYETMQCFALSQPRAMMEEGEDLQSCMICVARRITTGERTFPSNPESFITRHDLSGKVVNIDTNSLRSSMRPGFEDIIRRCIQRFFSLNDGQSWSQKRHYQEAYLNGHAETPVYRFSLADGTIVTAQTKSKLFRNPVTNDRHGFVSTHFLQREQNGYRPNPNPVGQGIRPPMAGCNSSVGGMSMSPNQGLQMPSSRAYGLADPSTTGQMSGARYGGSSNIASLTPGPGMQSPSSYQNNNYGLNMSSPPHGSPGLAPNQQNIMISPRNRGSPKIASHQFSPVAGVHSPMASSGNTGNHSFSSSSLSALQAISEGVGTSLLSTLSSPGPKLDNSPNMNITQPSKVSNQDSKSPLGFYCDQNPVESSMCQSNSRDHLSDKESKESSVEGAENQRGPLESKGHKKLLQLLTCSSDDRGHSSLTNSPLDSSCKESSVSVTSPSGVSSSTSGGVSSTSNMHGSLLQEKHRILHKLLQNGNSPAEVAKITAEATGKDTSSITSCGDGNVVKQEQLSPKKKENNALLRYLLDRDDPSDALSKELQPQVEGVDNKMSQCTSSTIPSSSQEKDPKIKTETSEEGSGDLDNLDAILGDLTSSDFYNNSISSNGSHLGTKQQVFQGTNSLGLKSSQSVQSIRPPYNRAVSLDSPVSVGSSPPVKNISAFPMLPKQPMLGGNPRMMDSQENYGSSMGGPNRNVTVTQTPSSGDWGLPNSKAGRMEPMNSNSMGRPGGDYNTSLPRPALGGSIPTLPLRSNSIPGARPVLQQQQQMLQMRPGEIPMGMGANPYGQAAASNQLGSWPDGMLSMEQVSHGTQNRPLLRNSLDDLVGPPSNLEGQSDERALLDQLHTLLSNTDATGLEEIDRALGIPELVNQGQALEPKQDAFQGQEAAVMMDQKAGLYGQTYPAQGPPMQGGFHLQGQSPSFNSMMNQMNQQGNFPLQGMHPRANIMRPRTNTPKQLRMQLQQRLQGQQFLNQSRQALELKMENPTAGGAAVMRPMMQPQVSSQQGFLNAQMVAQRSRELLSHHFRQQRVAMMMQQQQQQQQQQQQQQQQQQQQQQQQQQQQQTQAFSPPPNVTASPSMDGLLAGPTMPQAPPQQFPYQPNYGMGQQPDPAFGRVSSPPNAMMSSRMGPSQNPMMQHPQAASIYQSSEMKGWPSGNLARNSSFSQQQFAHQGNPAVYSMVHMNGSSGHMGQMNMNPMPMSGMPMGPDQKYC
EBV LMP1 NFkB: Epstein-Barr LMP1 NF-kappaB reporter inhibition | LMP1-induced NF-kappaB luciferase reporter cells, luminescence | AID 504558 | inhibition, % at 12.5 µM | 350,000 tested, 0.69% active; in the data active means inhibition above about 41%;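 further: 0% = neutral control wells and 100% = reference inhibitor control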
Shn3 3UTR inh: inhibitors of Schnurri-3 3'UTR reporter in osteoblasts; Clone20 osteoblast Shn3 3'UTR firefly luciferase, 24 h; inhibition, % at 12.5 µM; 360,000 tested, 0.52% active; AID 588674;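 active means mean inhibition of at least 75% with every replicate also reaching 75%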;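 further: 0% = median of neutral control wells and 100% = pilot-screen positive control compound; some compounds past the cut are filed as inactive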
TROY signal inh: TROY signaling inhibition; Q293 LMP1-TROYcd NF-kB luciferase reporter, 4 h; inhibition, % at 10 µM; 360,000 tested, 0.98% active; AID 1347056;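 active means compounds whose plate-normalised and pattern-corrected inhibition of the luciferase reporter signal at the single screening dose is 50% or more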
NR2F2 inh: inhibitors of human COUP-TFII (NR2F2). HEK293T NGFI-A luciferase reporter, luminescence. inhibition, % at 8.6 µM. 370,000 tested, 0.7% active;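 active means inhibition above a per-plate cutoff, mean inhibition of test wells between control levels plus 3 SD, cut at about 38% in these data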;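 further: cells cotransfected with COUP-TFII expression vector driving the NGFI-A reporter; 0% = median of COUP-TF2 test wells and 100% = reporter-only cells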
An asterisk follows results filed as active; x = no result given.

# | SMILES | C8 TRAIL sens | SRC1 inh | LRH-1 inv ag | TWEAK Fn14 block | KKLEB tox | CF NFkB block
1 | O=C(c1csc(Nc2cccc3ccccc23)n1)N1CCCC1 | 19.1 | -13.8 | 7.6 | -8.1 | 11.6 | -0.9
2 | COc1cccc(C(=O)Nc2nc3ccccc3s2)c1 | 28.8 | -139.4 | -152.3 | 29.9 | -0.9 | -13.1
3 | CCN(CC)S(=O)(=O)c1ccc(N2CCOCC2)c(NC(=O)CSCc2c(C)noc2C)c1 | -15.3 | -8.7 | 9.5 | -14.9 | -8.1 | 3.0
4 | Cc1cc(N/N=C/c2ccc3c(c2)OCO3)nc2ccccc12 | -3.9 | -40.3 | -36.5 | -10.3 | 5.0 | -9.6
5 | O=C(CC1C(=O)NCCN1C(=O)Nc1ccccc1)Nc1cccc(C(F)(F)F)c1 (stereo unspecified) | 6.7 | -18.3 | 10.8 | -5.1 | -6.7 | -6.6
6 | Cc1ccc(-n2ncc3c2CCCC3NC(=O)CCCN2CCCC2=O)cc1C (stereo unspecified) | 7.3 | -9.9 | 5.7 | 1.3 | 1.6 | -1.6
7 | COc1cccc(C(O)c2ncc(-c3ccc(C(F)(F)F)cc3)[nH]2)c1 (stereo unspecified) | -1.6 | -27.6 | -38.3 | -8.2 | -0.6 | -21.2
8 | C/C(CC(=O)NC1CCCC1)=N\NC(=O)Cc1csc(N)n1 | -0.8 | -6.6 | 1.9 | -7.8 | 2.5 | -1.6
9 | Cc1cc(C)n(CCNC(=O)CCc2nnc(CCc3ccccc3)o2)n1 | -10.4 | -0.6 | -4.2 | 5.7 | 8.5 | 0.9
10 | COc1cccc(-c2nnc(NC(=O)CCS(=O)(=O)c3ccc(C)cc3)o2)c1 | 8.5 | 0.2 | -23.8 | 3.2 | 9.4 | -1.8

# | NCOA3 inh | EBV LMP1 NFkB | Shn3 3UTR inh | TROY signal inh | NR2F2 inh
1 | -3.6 | 14.4 | -5.7 | 29.0 | 22.4
2 | -116.0 | -70.0 | -2.4 | -18.5 | -33.1
3 | 8.1 | 3.1 | -8.2 | 1.7 | -5.0
4 | -45.5 | -5.5 | -51.2 | -49.5 | -22.4
5 | 17.2 | -4.4 | -8.7 | -28.3 | -25.3
6 | 5.6 | 1.5 | -1.2 | 3.6 | 20.1
7 | -3.5 | x | -20.2 | -6.6 | 1.0
8 | -17.0 | -1.8 | -1.7 | -9.6 | -13.5
9 | 10.6 | 0.5 | 7.6 | -5.9 | -10.0
10 | -11.2 | 2.5 | -6.8 | 9.0 | -2.3

Further results.
# | SMILES | C8 TRAIL sens | SRC1 inh | LRH-1 inv ag | TWEAK Fn14 block | KKLEB tox | CF NFkB block
11 | Cc1ccccc1S(=O)(=O)Nc1nc2ccccc2nc1N1CCc2ccccc2C1 | 5.6 | -30.4 | -30.1 | 21.0 | 3.0 | 18.8
12 | O=C(Cn1cnc2c(OCc3ccccc3)ncnc21)NCc1ccc2[nH]ccc2c1 | 17.1 | -23.2 | -16.3 | 0.7 | 24.1 | -33.6
13 | Cc1ccc2[nH]c3c(c2c1)CN(C(=O)CN(C)CC1OCCO1)CC3 | -0.2 | -13.2 | -4.3 | 19.9 | 10.6 | -17.2
14 | CCCCCCCCCCS(=O)(=O)N/N=C/c1ccc(O)cc1 | 0.0 | 6.4 | 7.5 | 30.6 | 6.3 | -8.1
15 | O=C(COc1ccc2ccccc2c1)N1CCCC1 | -8.5 | -33.4 | -57.6 | -5.8 | 0.6 | 4.1
16 | COCCN(CCOC)Cc1c(O)ccc2c1O/C(=C\c1ccco1)C2=O | 13.1 | 4.6 | -12.9 | 11.8 | 3.0 | -1.0
17 | O=C(CNC(=S)N(Cc1ccccc1Cl)C1CCCC1)NCCN1CCOCC1 | -21.3 | -0.9 | 2.7 | 19.1 | -0.1 | -5.2
18 | CC1=CCP(=O)(c2ccccc2)C1 (stereo unspecified) | -3.1 | -2.5 | 7.2 | 16.7 | -0.4 | -9.5
19 | Cc1cc(C=C2C(=O)CCCC2=O)c(C)n1-c1ccccc1 | -7.4 | -8.5 | -34.6 | 1.8 | 6.7 | -16.2
20 | Cc1ccc(-c2nnn(CC(=O)N3CCCCC3)n2)c(-n2cnnn2)c1 | -0.9 | -13.8 | 7.4 | 11.2 | 2.6 | 8.4

# | NCOA3 inh | EBV LMP1 NFkB | Shn3 3UTR inh | TROY signal inh | NR2F2 inh
11 | -38.9 | -5.7 | -0.8 | -1.4 | -4.3
12 | -19.4 | -9.5 | 8.2 | 18.4 | -20.1
13 | 2.6 | -5.8 | -25.4 | -6.0 | 6.8
14 | 13.0 | 2.9 | 13.5 | 22.7 | 12.6
15 | -44.5 | -26.2 | -44.6 | -28.4 | -39.4
16 | 0.3 | -7.0 | -14.0 | -1.4 | 6.2
17 | 4.1 | -1.9 | 4.8 | 7.3 | -3.7
18 | -11.3 | -4.3 | 2.5 | 5.5 | -6.2
19 | 1.8 | 7.6 | 4.0 | -32.4 | 5.4
20 | -11.1 | -0.7 | -10.9 | -9.2 | -14.3

Remaining list, next part.
# | SMILES | C8 TRAIL sens | SRC1 inh | LRH-1 inv ag | TWEAK Fn14 block | KKLEB tox | CF NFkB block
21 | CC(C)NC(=O)C1(C)CCCN1Cc1ccccc1 (stereo unspecified) | -2.0 | -3.8 | -1.7 | 2.1 | -17.6 | 18.4
22 | NC(=S)N/N=C/c1ccc(/C=N/NC(N)=S)cc1 | -4.5 | -12.1 | 8.5 | 10.9 | 1.8 | -18.6
23 | Cc1ccc(OCC(O)CNC2CCCC2)c(C)c1 (stereo unspecified) | 7.5 | 10.5 | -15.5 | -6.2 | -5.6 | -6.9
24 | CSc1ccccc1OCc1cc(C(=O)NCC(C)Oc2cccnc2)no1 (stereo unspecified) | 6.4 | -11.6 | -18.7 | -10.0 | -13.6 | 28.0
25 | Cc1scc(C(=O)Nn2cnnc2)c1-c1ccccc1 | 4.2 | -33.8 | 4.7 | 7.6 | 12.4 | -4.1
26 | N/C(=N\S(=O)(=O)c1cc(C(F)(F)F)cc(C(F)(F)F)c1)c1ccncc1 | -24.5 | 4.2 | 13.0 | -9.4 | 4.5 | -12.8
27 | CCn1c(SC/C=C/c2ccccc2)nnc1-c1cnccn1 | 1.1 | -16.7 | 29.4 | -24.9 | -2.8 | -10.5
28 | Cc1nc(C)c(N)c(=O)[nH]1 | 0.3 | 3.2 | 0.5 | -0.6 | 1.3 | -6.2
29 | S=C(c1cn(CCOc2ccccc2)c2ccccc12)N1CCCC1 | -11.2 | 2.0 | 12.1 | -13.6 | -8.5 | 10.0
30 | Cc1cc(C)n(C(C)CC(=O)Nc2ccc3c(c2)OCCO3)n1 (stereo unspecified) | 5.6 | 2.1 | 7.1 | 60.8* | -8.8 | 6.1

# | NCOA3 inh | EBV LMP1 NFkB | Shn3 3UTR inh | TROY signal inh | NR2F2 inh
21 | -11.4 | x | 2.3 | -8.8 | 21.8
22 | 18.6 | -4.5 | 1.7 | 3.7 | -15.5
23 | 2.5 | -3.0 | -43.6 | -10.1 | -14.4
24 | -32.3 | -7.6 | -22.4 | -31.9 | 1.0
25 | 18.0 | -2.4 | 2.6 | -7.3 | x
26 | 9.7 | 3.1 | 3.2 | 4.3 | 7.2
27 | -11.5 | -2.1 | 11.9 | -24.2 | -7.1
28 | 9.5 | -8.2 | 1.1 | -4.6 | -8.8
29 | 16.6 | -8.5 | 9.4 | -38.0 | 14.3
30 | 20.6 | 11.5 | 10.6 | 42.8 | 8.2

(list continues)
# | SMILES | C8 TRAIL sens | SRC1 inh | LRH-1 inv ag | TWEAK Fn14 block | KKLEB tox | CF NFkB block
31 | c1csc(CNc2ncnc3sccc23)c1 | 12.7 | 21.9 | 40.8 | 6.8 | -2.1 | 12.2
32 | CCOC(=O)c1ccc2c(c1)nc(SCC(=O)N1CCOCC1)n2CC | 15.6 | 7.4 | -0.7 | -7.5 | -2.3 | 6.1
33 | CCOc1cc(C(=O)N/N=C/c2ccoc2)cc(OCC)c1OCC | -1.2 | -69.2 | -9.2 | -18.5 | 8.5 | 22.2
34 | CC(C)Oc1cc(F)ccc1-c1cc(C(=O)NCC2CCCCC2)[nH]n1 | 10.0 | -7.8 | 13.3 | 2.4 | -1.4 | 10.7
35 | COc1cccc(-c2c(C(=O)N/N=C/c3sccc3C)nnn2-c2nonc2N)c1 | 19.6 | 3.0 | 0.2 | 18.3 | -9.5 | 50.2*
36 | C=CCC(C#Cc1ccccc1)N(C)C (stereo unspecified) | -2.3 | 1.7 | 7.4 | -7.1 | -3.8 | -9.3
37 | O=C(Nc1ccc(F)cc1)C1CCN(C(=O)c2ccc([N+](=O)[O-])cc2)CC1 | 0.3 | 13.3 | 3.0 | 7.7 | -6.5 | -6.5
38 | CCOC(=O)N1CCN(S(=O)(=O)CCNC(=O)c2ccc(F)cc2)CC1 | -5.0 | -0.1 | 8.6 | -8.1 | -6.6 | 12.3
39 | COc1ccc(CNC(=O)Cn2nc(C)c3c(C)n(-c4ccc(C)cc4)nc3c2=O)cc1OC | -17.2 | 0.3 | 8.8 | 5.5 | -29.1 | 5.6
40 | Cc1ccc([N+](=O)[O-])cc1NC(=S)NC(=O)c1cccs1 | -7.3 | -16.9 | 17.8 | -7.9 | 5.0 | -3.4
41 | CC(C)(C)c1nn(-c2ccccc2)c2[nH]c(=O)c(CNCc3ccc4c(c3)OCO4)cc12 | -15.2 | 1.0 | -20.4 | 27.4 | -14.4 | -21.3
42 | COc1ccc(CNC(NC(=O)c2ccccc2)(C(F)(F)F)C(F)(F)F)cc1 | -0.8 | 11.1 | -1.8 | 0.9 | 1.9 | 10.5

# | NCOA3 inh | EBV LMP1 NFkB | Shn3 3UTR inh | TROY signal inh | NR2F2 inh
31 | 25.7 | 11.4 | 89.2* | 27.6 | 63.3*
32 | 10.4 | 1.9 | 10.3 | -6.2 | 3.1
33 | -5.7 | -2.8 | 5.5 | 17.9 | -21.0
34 | -7.1 | x | 5.0 | -0.2 | -2.6
35 | 18.9 | -36.3 | 0.0 | 16.1 | 3.5
36 | 16.0 | -1.5 | 4.0 | 11.7 | -0.4
37 | 10.4 | -0.6 | 7.0 | 22.5 | -33.1
38 | -9.9 | -0.6 | -1.5 | -14.9 | -4.6
39 | 11.2 | 8.9 | 19.0 | -0.9 | 15.5
40 | -4.5 | -11.9 | -25.3 | -10.6 | 6.4
41 | 7.5 | 5.5 | 13.8 | -22.3 | 20.6
42 | 21.5 | 7.2 | 13.7 | 15.0 | -0.1

3 structures from above, arranged by count of non-hydrogen atoms, rising:
# | SMILES | C8 TRAIL sens | SRC1 inh | LRH-1 inv ag | TWEAK Fn14 block | KKLEB tox | CF NFkB block
33 | CCOc1cc(C(=O)N/N=C/c2ccoc2)cc(OCC)c1OCC | -1.2 | -69.2 | -9.2 | -18.5 | 8.5 | 22.2
38 | CCOC(=O)N1CCN(S(=O)(=O)CCNC(=O)c2ccc(F)cc2)CC1 | -5.0 | -0.1 | 8.6 | -8.1 | -6.6 | 12.3
42 | COc1ccc(CNC(NC(=O)c2ccccc2)(C(F)(F)F)C(F)(F)F)cc1 | -0.8 | 11.1 | -1.8 | 0.9 | 1.9 | 10.5

# | NCOA3 inh | EBV LMP1 NFkB | Shn3 3UTR inh | TROY signal inh | NR2F2 inh
33 | -5.7 | -2.8 | 5.5 | 17.9 | -21.0
38 | -9.9 | -0.6 | -1.5 | -14.9 | -4.6
42 | 21.5 | 7.2 | 13.7 | 15.0 | -0.1

Not all compounds are listed. The share of hits here may be higher or lower than overall.
